Rev-RRE block: inhibitors of HIV-1 Rev-RRE RNA interaction; P05866; Rev peptide-RRE RNA binding, FRET; inhibition, % at 8 µM; 97,000 compounds, 0.79% hits; AID 704;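 active = inhibition above the screen-wide mean plus 3 SD, cut at about 35% in these data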;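 also: 0% = median DMSO wells and 100% = median Neomycin B control wells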
Target sequence (P05866 whole entry, looked up): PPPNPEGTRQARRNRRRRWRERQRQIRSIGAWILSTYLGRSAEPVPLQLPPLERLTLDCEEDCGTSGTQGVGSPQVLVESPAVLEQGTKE
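assay system = Cy5-tagged RRE RNA duplex with fluorescein-tagged Rev peptide | incubation = 5 + 15 min at 25 °C | also added = labelled Rev peptide | measure = % inhibition of FRET ratio versus controls | benchmarks = DMSO wells as 0% and neomycin B wells as 100% inhibition | measured by = FRET fluorescence readout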
PLK1 kinase inh: blocks human PLK1 kinase activity. recombinant PLK1 kinase, TR-FRET peptide phosphorylation. P53350. 97,000 compounds, 0.53% hits. inhibition, % at 10 µM;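 active = inhibition of 50% or more in the single-concentration screen; inactive = inhibition below 50%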;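 also: 0% = DMSO max control and 100% = H-89 dihydrochloride min control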
Plk1 PBD FP: Plk1 (human) PBD binding inhibition; P53350; Plk1 PBD phosphopeptide binding, fluorescence polarization; inhibition, %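 (tested at about 20 µM)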; 97,000 compounds, 0.13% hits; AID 693; in the data active = inhibition above about 34%, passing the limit was not always enough
EphB4 antag: antagonists of human EphB4-ephrin-B2 interaction. P54760. EphB4 LBD / TNYL-RAW-Alexa532 peptide, fluorescence polarization. inhibition, % at 7 µM. 97,000 compounds, 0.15% hits. AID 720;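 active = inhibition above the screen-wide mean inhibition plus 3 SD, cut at about 15% in these data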;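 also: 0% = DMSO wells and 100% = excess unlabeled TNYL-RAW peptide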
CYP2C9 inh: inhibitors of human CYP2C9. P11712. CYP2C9 Supersomes, luciferin-H conversion, luminescence. inhibition, % at 5 µM. 96,000 compounds, 20% hits. AID 777;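 active = blocking of liver enzyme CYP2C9 beyond about 50% at 5 µM, limit read from the data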; also: values of inactives mirror those of a sister screen read the other way
CYP2C9 act: CYP2C9 (human) activation; recombinant CYP2C9, luciferin-H conversion, luminescence; active compounds read high; factor 1 = untreated enzyme, 0 = blocked; 96,000 compounds, 1.4% hits; P11712; activation factor at 5 µM;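 active = activation factor of 2 or more for CYP2C9 at a 5 µM dose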;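 also: 0 = sulfaphenazole-blocked wells and 1 = vehicle-only wells; values of inactives mirror those of a sister screen read the other way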
PLAP act: activators of human placental alkaline phosphatase | P05187 | purified PLAP enzyme, luminescent substrate read-out; active compounds read high | activation fold at 20 µM | 96,000 compounds, 1.2% hits; in the data active = activation fold above about 2
CYP2C19 inhib: blocks human cytochrome P450 2C19; 96,000 compounds, 21% hits; CYP2C19 Supersomes, luciferin-H EGE luminescence, 30 min; inhibition, % at 5 µM; P33261;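 active = CYP2C19 inhibition above a set limit at 5 µM in the primary screen, cut at about 50% in these data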;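 also: plate controls were negative control wells for no effect and 2.5 mM tranylcypromine positive control for full effect; values of inactives mirror those of a sister screen read the other way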
Target sequence (P33261 whole entry, looked up): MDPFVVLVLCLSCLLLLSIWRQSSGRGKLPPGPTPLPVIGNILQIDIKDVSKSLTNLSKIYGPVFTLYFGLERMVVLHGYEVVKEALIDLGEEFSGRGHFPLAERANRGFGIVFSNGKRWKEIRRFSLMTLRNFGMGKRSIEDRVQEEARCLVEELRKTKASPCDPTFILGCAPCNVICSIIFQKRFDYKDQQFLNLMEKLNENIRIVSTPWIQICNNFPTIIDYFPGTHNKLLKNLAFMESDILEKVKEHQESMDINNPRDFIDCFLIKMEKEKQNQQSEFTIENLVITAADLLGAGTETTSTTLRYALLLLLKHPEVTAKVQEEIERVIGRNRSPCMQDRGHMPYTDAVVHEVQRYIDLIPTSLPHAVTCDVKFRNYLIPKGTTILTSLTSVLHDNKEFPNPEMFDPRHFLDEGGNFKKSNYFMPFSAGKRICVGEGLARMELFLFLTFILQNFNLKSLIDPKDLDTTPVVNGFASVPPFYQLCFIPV
CYP2C19 act: increases human CYP2C19 enzyme activity; P33261; recombinant CYP2C19, luciferin-H EGE luminescence; active compounds read high; 0 = fully inhibited enzyme, 1 = untreated enzyme; activation factor at 5 µM; 96,000 tested, under 10 active; AID 1025;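 active = activation factor of at least 2 at 5 µM in the primary screen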;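 also: 0 = wells with 2.5 mM tranylcypromine and 1 = vehicle-only wells; values of inactives mirror those of a sister screen read the other way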
Starred values were filed as active, the others as inactive; · = not tested or not shown.

#	CYP2C9 act	Plk1 PBD FP	EphB4 antag	CYP2C9 inh	PLAP act	Rev-RRE block	CYP2C19 inhib	PLK1 kinase inh	CYP2C19 act	mol
1	1	-8	-3	-1	0.9	-1	-1	-4	1	CC(=O)c1c(O)c(C)c(-c2ccccc2)n(-c2ccccc2)c1=O
2	0.8	15	1	17	0.9	2	19	-4	0.8	COc1ccc(C(=O)NC(=O)Nc2ncccc2C)cc1
3	1	18	-2	-3	1.6	-4	43	0	0.6	COc1cccc(OCCCCCN2CCOCC2)c1
4	0.9	4	-4	7	1	4	6	-12	0.9	O=C(c1ccc(Cl)c(Cl)c1)c1cnc(Nc2ccccc2)s1
5	1	·	·	-4	1.1	·	1	·	1	Cc1cc(C)n(C(CC(=O)O)C(=O)O)n1 (stereo unspecified)
6	1.6	-17	-4	-64	1.5	5	92*	-6	0.1	COc1ccc(S(=O)(=O)NCCN2CCOCC2)c2ccccc12
7	0.8	4	0	25	1.4	2	4	-15	1	Cc1ccc(NC(=O)C2C(c3ccccc3)C=CC(c3ccccc3)C2C(=O)O)cc1 (stereo unspecified)
8	1.1	18	-2	-11	0.9	-2	14	-10	0.9	Cc1ccc(Cn2ncc3c(N4CCOCC4)ncnc32)cc1
9	0.9	21	-2	8	1.6	-2	11	-11	0.9	Cc1cc(C(=O)CSc2nnc(N)s2)c(C)n1-c1c(C)n(C)n(-c2ccccc2)c1=O
10	0.2	5	3	76*	1.8	-1	32	-9	0.7	COc1ccc(/C=N\NC(=O)/C(=C\Nc2nccc(C)n2)NC(=O)c2ccccc2)cc1
11	0.8	6	5	24	0.9	2	52*	-7	0.5	CC(=O)Nc1ccc(S(=O)(=O)N(C)S(=O)(=O)c2ccc(F)cc2)cc1
12	0.4	-9	-6	60*	1.2	11	48	1	0.5	O=C1N=C(N2CCC(Cc3ccccc3)CC2)S/C1=C/c1cn[nH]c1-c1ccccc1
13	0.8	·	·	18	0.7	·	72*	·	0.3	Cc1cccc(NC(=O)CN2C(=O)COc3ccc(Cl)cc32)c1
14	0.9	2	9	6	1.5	1	23	7	0.8	CC(C)c1ccc(NC(=O)C(c2ccccc2)N2CCC3(CC2)OCCO3)cc1 (stereo unspecified)
15	·	5	-4	·	·	5	·	-9	·	O=c1oc2ccccc2c(Nc2ccccc2)c1[N+](=O)[O-]
16	1.4	-33	-2	-35	1.1	21	20	-16	0.8	CCOc1ccccc1OCCOc1cccc(C(F)(F)F)c1
17	·	11	1	·	·	7	·	-16	·	COc1ccc(OC)c(Nc2ncnc3c2cnn3-c2cccc(C)c2)c1
18	1.2	-14	3	-18	1	1	6	-6	0.9	COc1ccccc1NC(=O)Nc1ncccc1C
19	0.9	-2	3	8	1	4	8	-11	0.9	O=C(N1CCCCCC1)N1CCN(S(=O)(=O)c2ccccc2)CC1
20	0.2	18	3	85*	1	13	39	0	0.6	CC(C)CCn1c(N)c(S(=O)(=O)c2cccs2)c2nc3ccccc3nc21
21	0.8	14	10	23	1.5	7	89*	-2	0.1	CC1=C(C(=O)OCCOC(C)C)C(c2cc3c(cc2Br)OCO3)C2=C(CCCC2=O)N1 (stereo unspecified)
22	1	·	·	2	1.4	·	1	·	1	CCNCCNC(=O)c1c(O)c2cccc3c2n(c1=O)CCC3
23	0.8	20	-9	18	0.9	1	36	-7	0.6	Cc1nnsc1SCCNC(=O)c1c(F)cccc1F
24	0	0	1	97*	1.8	-1	99*	-13	0	CC(C)c1ccc(CC(C)C2C3=C(CCCC3=O)OC3=C2C(=O)CCC3)cc1 (stereo unspecified)
25	0.7	21	-1	29	1.2	3	20	-21	0.8	COc1ccc(-c2cc(C(F)(F)F)n3ncc(C(=O)NCC4CCCO4)c3n2)cc1OC (stereo unspecified)
26	1.2	-12	5	-15	1.2	7	-16	-5	1.2	CS(=O)(=O)N1CCN(C(=O)c2ccc(-c3ccccc3)cc2)CC1
27	·	-30	4	·	·	7	·	18	·	CC(C)CNS(=O)(=O)c1ccc(CCC(=O)NCc2ccco2)cc1
28	0.9	-25	-1	6	1.8	2	0	-11	1	CC(C)(C)c1ccc(C(=O)NNC(=O)C(=O)N2CCCCC2)cc1
29	0.7	5	1	33	1.2	7	30	-10	0.7	CC(=O)Nc1ccc2nc(-c3ccncc3)[nH]c2c1
30	0.8	20	5	19	0.8	1	18	-10	0.8	O=C(CCc1ccccc1)Nc1cccc(-c2nnc(-c3ccco3)o2)c1

Rewritten with values under each structure: entries from further up.
The line under a structure holds: CYP2C9 act, Plk1 PBD FP, EphB4 antag, CYP2C9 inh, PLAP act, Rev-RRE block, CYP2C19 inhib, PLK1 kinase inh, CYP2C19 act
27. CC(C)CNS(=O)(=O)c1ccc(CCC(=O)NCc2ccco2)cc1
→ ·, -30, 4, ·, ·, 7, ·, 18, ·
28. CC(C)(C)c1ccc(C(=O)NNC(=O)C(=O)N2CCCCC2)cc1
→ 0.9, -25, -1, 6, 1.8, 2, 0, -11, 1

Sorted by number of heavy atoms (smallest number first): four of the compounds above.
#	CYP2C9 act	Plk1 PBD FP	EphB4 antag	CYP2C9 inh	PLAP act	Rev-RRE block	CYP2C19 inhib	PLK1 kinase inh	CYP2C19 act	mol
3	1	18	-2	-3	1.6	-4	43	0	0.6	COc1cccc(OCCCCCN2CCOCC2)c1
2	0.8	15	1	17	0.9	2	19	-4	0.8	COc1ccc(C(=O)NC(=O)Nc2ncccc2C)cc1
28	0.9	-25	-1	6	1.8	2	0	-11	1	CC(C)(C)c1ccc(C(=O)NNC(=O)C(=O)N2CCCCC2)cc1
25	0.7	21	-1	29	1.2	3	20	-21	0.8	COc1ccc(-c2cc(C(F)(F)F)n3ncc(C(=O)NCC4CCCO4)c3n2)cc1OC (stereo unspecified)

Next part
#	CYP2C9 act	Plk1 PBD FP	EphB4 antag	CYP2C9 inh	PLAP act	Rev-RRE block	CYP2C19 inhib	PLK1 kinase inh	CYP2C19 act	mol
31	·	-21	3	·	·	4	·	-14	·	O=C(O)c1cnn2c(C(F)F)cc(C(F)F)nc12
32	0.9	9	-7	8	1.4	-5	-20	13	1.2	O=C(O)CCCC(=O)N1CCc2cc(S(=O)(=O)N3CCc4ccccc43)ccc21
33	1	0	3	0	1	7	12	-10	0.9	N#Cc1nc(-c2cccs2)oc1NCCN1CCOCC1
34	0.4	13	-2	59*	0.9	9	35	-7	0.6	C=CCn1c(SCCOc2ccc(OC)cc2)nnc1C(NC(=O)c1ccc(OC)cc1)C(C)C (stereo unspecified)
35	1.2	-9	6	-15	0.9	3	14	-8	0.9	COC(=O)CN(C#N)c1nc(OC)nc(N(C)C)n1
36	0.7	17	-1	35	1.4	2	34	-7	0.7	COc1ccc(NC(=O)CSc2nc3c(c(=O)n2-c2ccccc2OC)SCC3)cc1
37	2.2*	-16	0	-117	0.8	11	20	-16	0.8	CCCc1cc(C(=O)Nc2ccccc2C(=O)OC)no1
38	0.8	-4	-9	25	1	4	8	-23	0.9	Clc1ccc(OCc2nn3c(-c4ccco4)nnc3s2)c(Cl)c1
39	1	-4	4	-1	1	3	-3	-15	1	CC(=O)c1cccc(NC(=O)c2cc3nc(C)cc(C)n3n2)c1
40	0.5	-5	9	55*	1.1	9	84*	6	0.2	Cc1onc(-c2ccccc2Cl)c1C(=O)NCCn1ccc2ccccc21
41	0.5	18	0	45	1	3	40	-9	0.6	COc1ccc2cc(C)c3nnc(SCC(=O)Nc4nc(-c5ccccc5)cs4)n3c2c1
42	1	7	-9	0	0.9	-5	28	-15	0.7	COCCCNc1nc2c(c(=O)[nH]c(=O)n2C)n1CC(O)COc1cccc(C)c1 (stereo unspecified)
43	1.7	14	-5	-66	0.8	9	8	-8	0.9	Cc1ccc(S(=O)(=O)N2CCCN(S(=O)(=O)c3ccc(C)cc3)CC2)cc1
44	0.5	-4	-1	46	1	2	-2	-14	1	O=C(Nc1nc2ccc(S(=O)(=O)N3CCCC3)cc2s1)C1CCCO1 (stereo unspecified)
45	0.8	-6	1	22	1.1	6	39	-19	0.6	COc1ccc(OCC(=O)Nc2cc(-c3nn(C)c(=O)c4ccccc34)ccc2OC)cc1
46	0.9	-19	7	6	0.9	6	22	-9	0.8	CCCCCC(O)(CCCCC)C(=O)NNc1ccccc1
47	0.9	-9	-2	12	0.8	2	3	-1	1	Cn1cnc([N+](=O)[O-])c1Nc1ccc(O)cc1
48	1	-29	·	0	1.6	·	30	-9	0.7	CCCN1CCN(C(=O)CCCn2c(C)c3cnn(-c4ccccc4)c(=O)c3c2C)CC1
49	·	5	-13	·	·	-1	·	1	·	O=C1CCC(=O)N1CN(C(=O)c1ccco1)c1ccc(Cl)c(Cl)c1
50	·	3	-2	·	·	4	·	-8	·	C=C(Cl)COC(=O)C1C2C=CC(C2)C1C(=O)O (stereo unspecified)
51	1.2	3	-2	-18	0.9	6	-17	0	1.2	COC(=O)CC1C(=O)NCCN1C(=O)Nc1ccccc1 (stereo unspecified)
52	0.7	6	-5	29	1.1	4	49	-9	0.5	Nc1nc2ccc(S(=O)(=O)c3ccc4nc(N)sc4c3)cc2s1
53	0.3	-14	5	67*	1	2	16	-7	0.8	CCN(c1ccccc1)S(=O)(=O)c1ccc(OCC(=O)Nc2cc(C)on2)cc1
54	0	4	2	95*	0.9	14	82*	-17	0.2	O=C(OCc1nc2ccccc2s1)C1CCN(S(=O)(=O)c2cccs2)CC1
55	1.7	0	0	-69	0.9	5	-7	-7	1.1	COc1cc(OC)cc(-n2nnnc2SCC(=O)Nc2nc3c(s2)CCCC3)c1
56	0.8	-1	-5	16	1.2	6	8	-2	0.9	Cc1cc(C(=O)OCC(=O)c2c(N)n(C)c(=O)n(C)c2=O)c(C)o1
